# Smad3 FoxH1 inh: inhibitors of human Smad3 transcription factor binding. AID 630. TR-FRET Smad3/Dy647-FoxH1 peptide binding, europium anti-His. hit rate 0.29% among 88,000. P84022. inhibition, % at 25 µM;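 active = compounds that reduce the energy-transfer binding signal between the protein and its labelled peptide by more than half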;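 note: 0% = Smad3 plus labelled peptide maximal FRET and 100% = peptide-only background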
# Target sequence (P84022 whole entry, looked up): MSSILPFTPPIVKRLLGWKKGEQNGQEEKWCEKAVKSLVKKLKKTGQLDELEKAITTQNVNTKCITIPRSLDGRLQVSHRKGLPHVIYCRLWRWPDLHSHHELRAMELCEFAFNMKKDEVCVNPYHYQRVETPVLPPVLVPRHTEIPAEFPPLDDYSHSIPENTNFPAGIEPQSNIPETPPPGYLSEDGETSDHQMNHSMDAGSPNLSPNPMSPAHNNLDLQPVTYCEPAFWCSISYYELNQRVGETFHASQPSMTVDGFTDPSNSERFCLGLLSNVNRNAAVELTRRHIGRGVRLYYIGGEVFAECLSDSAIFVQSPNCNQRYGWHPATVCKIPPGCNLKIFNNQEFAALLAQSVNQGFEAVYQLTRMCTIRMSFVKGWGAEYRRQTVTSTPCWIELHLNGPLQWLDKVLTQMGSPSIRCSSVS
# HUVEC tox TNFa: toxic to HUVEC cells under TNF alpha stimulation; HUVEC TNFalpha-stimulated, Hoechst cell count, imaging; cell count reduction, % at 2 µM; hit rate 0.17% among 93,000; AID 848;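 active = cell count reduction exceeding the screen mean by over 5 SD, scaled to untreated wells per plate, cut at about 78% in these data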;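 note: cells counted after 24 h of TNF alpha exposure following the 1 h pretreatment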
# HUVEC tox IL1B: toxic to HUVEC cells under IL-1B stimulation. HUVEC cell count loss, Hoechst imaging, IL-1B stimulated. cell count reduction, % at 2 µM. hit rate 0.41% among 94,000;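 active = cell count reduction more than 3 SD above the screen-wide mean, cut at about 70% in these data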;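 note: normalized per plate to untreated control cells as the no-loss baseline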
# VCAM1 TNFa inh: reduces TNF alpha induced VCAM1 expression in HUVEC | hit rate 0.48% among 95,000 | HUVEC TNFa-induced VCAM-1 immunofluorescence, high-content imaging | inhibition, % at 2 µM;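 active = inhibition above the batch mean plus 3 SD, with images confirmed as a hit by eye, cut at about 37% in these data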;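 note: 0% = TNF-stimulated DMSO wells and 100% = unstimulated control wells; not every result past the cut was called active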
# LYP inh 2: inhibitors of human LYP (PTPN22) phosphatase; hit rate 0.21% among 96,000; AID 640; inhibition, % at 2 µM; Q9Y2R2; recombinant LYP catalytic domain, DiFMUP fluorescence;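 active = inhibition at 2 µM at or above a set limit, the screen mean plus 3 SD, cut at about 24% in these data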;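 note: 0% = DMSO with enzyme and 100% = enzyme fully blocked by orthovanadate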
# hDAT+cocaine: modulates human dopamine transporter uptake under cocaine; Q01959; LLC-PK1 hDAT cells, [14C]-dopamine uptake with cocaine IC80; actives deviate in either direction; B-score at 10 µM; hit rate 1.3% among 110,000; AID 449768;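 active = Z score or B-score, a plate-position-corrected score, falls beyond the plate's 99.7% confidence bounds, in either direction; inactive = both scores lie inside the 99.7% bounds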;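 note: scored against the spread of the other compound wells on the same plate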
# Target sequence (Q01959 whole entry, looked up): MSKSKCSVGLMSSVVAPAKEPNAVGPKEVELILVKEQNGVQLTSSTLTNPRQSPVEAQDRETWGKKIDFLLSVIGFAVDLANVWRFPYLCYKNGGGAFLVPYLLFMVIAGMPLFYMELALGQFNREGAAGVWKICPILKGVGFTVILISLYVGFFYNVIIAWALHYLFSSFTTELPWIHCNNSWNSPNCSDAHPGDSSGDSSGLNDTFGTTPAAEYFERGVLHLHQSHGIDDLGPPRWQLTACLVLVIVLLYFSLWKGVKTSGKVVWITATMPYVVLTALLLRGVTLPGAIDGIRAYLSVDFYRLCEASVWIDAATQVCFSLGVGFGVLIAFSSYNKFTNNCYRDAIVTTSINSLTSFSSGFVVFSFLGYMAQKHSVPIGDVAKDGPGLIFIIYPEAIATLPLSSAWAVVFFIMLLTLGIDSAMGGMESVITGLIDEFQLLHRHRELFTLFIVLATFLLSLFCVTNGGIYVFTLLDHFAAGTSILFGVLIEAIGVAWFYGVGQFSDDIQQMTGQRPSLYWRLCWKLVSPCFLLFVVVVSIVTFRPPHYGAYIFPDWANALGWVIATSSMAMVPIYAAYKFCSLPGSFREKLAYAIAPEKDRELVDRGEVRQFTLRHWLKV
# Candida biofilm: kills Candida albicans biofilms; C. albicans biofilm + clotrimazole, Alamar Blue; inhibition, % at 6 µM; hit rate 0.14% among 85,000; AID 834;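 active = inhibition above 20%; inactive = inhibition below 20%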;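 note: preformed 24 hr biofilms exposed to compound for 48 hr; 0% = biofilm without compound and 100% = blank killed by clotrimazole plus chlorhexidine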
# MT1-MMP txn act: activates MT1-MMP transcription; HT1080 MT1-MMP promoter luciferase reporter, luminescence, overnight; stronger effect = higher value; activation factor at 10 µM; hit rate 0.16% among 86,000; AID 750;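 active = activation factor of at least 2 for MT1-MMP transcription at 10 µM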
# F-actin modifier: modifiers of cytoskeleton assembly | HUVEC TNFa F-actin phalloidin imaging, high content | inhibition, % at 2 µM | hit rate 0.18% among 91,000 | AID 836;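 active = inhibition above the batch mean plus 3 SD and confirmed as a hit by visual image inspection, cut at about 30% in these data, passing the limit was not always enough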; note: strong numbers were not always called active
# Starred values were filed as active, the others as inactive; nt = not tested or not shown; [ ] = remark or other dose.
cpd	smiles	Smad3 FoxH1 inh	HUVEC tox TNFa	HUVEC tox IL1B	VCAM1 TNFa inh	LYP inh 2	hDAT+cocaine	Candida biofilm	MT1-MMP txn act	F-actin modifier
1	Cc1cc2oc(=O)cc(CSc3nc(N)cc(N)n3)c2cc1C(C)C	2	5	-9	0	-17	-0.32	3	1.1	nt
2	CCC(C)(C)n1nnnc1CN1CCC(c2nc3ccc(C)cc3[nH]2)CC1	-6	-12	-7	6	0	-0.67	3	0.9	0
3	CC(C)(C)c1nnc2sc(SCC(=O)c3ccccc3)nn2c1=O	3	7	1	10	3	0.089	4	1.1	-1
4	COc1cccc(Nc2nc(N)nc(-c3oc4ccccc4c3C)n2)c1	9	1	-11	-1	-4	2.1	6	1.2	-24
5	CSC(=NNC(=O)c1ccc(O)cc1)SC	nt	-10	3	-27	2	0.39	nt	nt	-9
6	Cc1ccc(C(=O)Oc2ccc(Cl)c3cccnc23)cc1[N+](=O)[O-]	nt	-12	-16	-4	14	nt	nt	nt	-14
7	CCOc1ccc(NC(=O)CNC(=O)c2ccc(OC)c(OC)c2)cc1	8[fluorescence artefact?]	-25	-19	-9	-5	-0.4	0	1	4
8	COc1ccc(OC)c(NC(=O)CCC(=O)Nc2nnc(C(F)(F)F)s2)c1	-7	-38	-51	15	-2	0.83	-2	1.1	22
9	Cc1cc(C(F)(F)F)nn1CC(=O)NCc1ccccc1	3	-16	-38	4	-4	-0.17	3	1.2	-4
10	Clc1ccc(-c2cn3cccnc3n2)cc1	12	8	-1	-1	-8	-0.62	4	1.4	-3
11	COc1ccc(NC(=O)N2c3ccccc3CC2C)cc1OC (stereo unspecified)	-12	24	-13	0	16	0.84	-9	1	16
12	Cc1cc(-n2c(C)cc(C(=O)CSc3nnnn3-c3ccc(Cl)cc3)c2C)no1	-6	-11	-7	18	-4	-0.015	8	1	4
13	O=C(C1CCCN(Cc2cccc(F)c2)C1)N1CCCCC1 (stereo unspecified)	-10	0	-10	-6	15	-0.16	-2	1	-10
14	Cc1cccc2cc(C(c3nnnn3C(C)(C)C)N(Cc3ccco3)CC3CCCO3)c(=O)[nH]c12 (stereo unspecified)	8	-4	nt	-10	-7	-1.2	2	1.1	-8
15	C/C(=N\c1nc2ccccc2n1C)c1cc(Cl)ccc1O	nt	19	4	-1	2	-0.6	nt	nt	27
16	CCC1CCCCN1CCCNC(=O)c1ccc2c(=O)n(Cc3ccc(OC)cc3)c(=O)[nH]c2c1 (stereo unspecified)	-1	8	-6	2	-7	0.71	nt	1.1	-4
17	CCOc1ccc(S(=O)(=O)NCCC(=O)NCc2ccco2)cc1	nt	-4	19	-1	-4	0.73	nt	nt	2
18	O=C(CN1C(=O)c2ccccc2S1(=O)=O)NCCSC1CCCCC1	2	nt	-7	-15	5	0.74	4	1	-9
19	Cc1ccccc1Oc1ccc(-c2nc(N)nc(N)n2)cc1	3	-12	-1	-2	-11	2.1	14	1	17
20	CC(=O)Oc1ccccc1/C=C1\CCOC1=O	2	-14	5	1	-11	0.58	2	1	-6
21	O=C(CN1CCCN(Cc2ccc(F)cc2Cl)C1=O)NC1CCCCCC1	-1	-24	nt	0	4	-0.19	8	0.9	-1
22	O=C(NC1CCN(C(=O)NCc2ccccc2)CC1)c1ccco1	4	-21	-8	4	4	0.45	3	1.3	-6
23	O=C(NCc1cccnc1)/C(=C/c1ccc(-c2ccc(Cl)cc2)o1)S(=O)(=O)c1ccccc1	nt	16	4	3	8	0.18	nt	nt	-8
24	CN(C)Cc1cc(C(C)(C)c2cc(CN(C)C)c(O)c(CN(C)C)c2)cc(CN(C)C)c1O	-20	nt	nt	nt	nt	-0.62	6	1.2	nt
25	O=C1NC(=O)/C(=C/c2ccccc2Oc2ccc(Cl)cc2)S1	nt	4	6	4	5	-0.9	nt	nt	19
26	COc1cc(/C=C/C(=O)c2c(O)cc(C)oc2=O)cc(OC)c1O	2	2	-16	-3	-15	-0.033	6	1.1	nt
27	N#CC(=C1CCCC1)c1nc(-c2ccc(Cl)cc2)cs1	8	-47	-12	17	1	-1.8	9	1.6	11
28	O=C(CCS(=O)(=O)c1cc(Br)cc2c1N(C(=O)C1CC1)CC2)NCC1CCCO1 (stereo unspecified)	0	10	1	-2	1	-0.25	3	1.1	-2
29	CC(C)COc1ccc(C(=O)Nc2scc(-c3ccc(Cl)cc3Cl)c2C(N)=O)cc1	nt	-9	-28	1	17	nt	nt	nt	-10
30	COc1ccc(C2=NOC3(CC(=O)N(c4ccc(F)cc4)C3=O)C2)c(OC)c1 (stereo unspecified)	0	0	-11	4	8	0.31	0	1.1	-2
31	CC(=O)OCP(C)(=O)COC(C)=O	8	-8	-11	-5	1	-0.8	5	1	6
32	COC(=O)c1cc(C#N)c(Oc2cccc(C)c2C)nc1C	nt	-8	-24	0	0	0.34	nt	nt	-3
33	Nc1ccc(Cc2nc3c(ccc4ccccc43)[nH]2)cc1	nt	19	19	-8	16	2.4	nt	nt	nt
34	CCOC(=O)c1sc(NC(=O)CSc2nc3c(cc2C#N)CCCCCC3)c(C#N)c1C	-5[fluorescence artefact?]	-17	-8	-13	23	0.0078	1	1.1	4
35	CCc1nnc(NC(=O)CN2C(=O)c3ccccc3S2(=O)=O)s1	10	-13	29	14	2	-0.19	-1	1	11
36	Cc1cc(C)n(CC(O)COc2ccc(OCC(O)Cn3nc(C)cc3C)cc2)n1 (stereo unspecified)	1	-14	-14	-2	-9	nt	4	1.2	5
37	COc1ccc(S(=O)(=O)CCC(=O)Nc2ccc(OC)cc2OC)cc1	3	-2	nt	2	-1	0.4	7	1.1	-24
38	CC(=O)Nc1cccc(NC(=O)C2CCCN2C(=O)Nc2ccccc2C)c1 (stereo unspecified)	-2	-17	7	-25	-2	-0.46	-2	0.9	4
39	O=C(CSc1nccc(=O)[nH]1)N1c2ccccc2CCc2ccccc21	6	7	-10	0	8	-0.013	9	1	12
40	N#Cc1nc(-c2ccco2)oc1N1CCN(C(c2ccccc2)c2ccccc2)CC1	-5	nt	nt	nt	-7	0.059	2	1.1	nt
41	Cc1cccc(OCCNC(=O)c2ncn[nH]2)c1	13	-9	-2	2	6	-0.033	2	1	-5
42	Cc1cc([N+](=O)[O-])c2[nH]c(C(=O)N/N=C/c3ccccc3C(=O)O)c(-c3ccccc3)c2c1	nt	-20	3	-1	4	nt	nt	nt	8
43	COc1ccc(-c2noc(-c3ccccc3F)n2)cc1	-3	-24	0	9	-8	-0.11	10	1.4	12
44	CC(C)(C)NS(=O)(=O)c1ccc(-c2csnn2)s1	11	-12	-2	0	-2	0.017	6	1.2	5
45	CCN(CC)CCNC(=O)CCCCCn1c(=O)[nH]c2cc(C(=O)OC)ccc2c1=O	6	2	-2	3	-3	-0.14	6	1.2	-11
46	Cc1ccc(S(=O)(=O)N2CCN(c3ccc(S(=O)(=O)N4CCOCC4)cn3)CC2)cc1	3	-16	12	-22	3	-0.83	3	nt	-4
47	CCOc1cc2[nH]c(=S)n(CCCC(=O)NCc3ccco3)c(=O)c2cc1OCC	-14	-5	1	2	-15	0.42	7	1.2	8
48	O=C(NCCc1ccncc1)C(F)(F)F	2	-20	-40	16	-7	0.28	2	1.1	46
49	O=C(Nc1ccc(N2CCN(C(=O)c3ccccc3)CC2)cc1)c1ccc2c(c1)OCO2	-7	10	-22	31	-1	-0.48	5	1.2	-9
50	COc1cccc(NC(=O)Nc2cccn(Cc3ccccc3)c2=O)c1	-11	18	-5	16	-3	1.1	3	1.3	9

# New compounds follow:
cpd	smiles	Smad3 FoxH1 inh	HUVEC tox TNFa	HUVEC tox IL1B	VCAM1 TNFa inh	LYP inh 2	hDAT+cocaine	Candida biofilm	MT1-MMP txn act	F-actin modifier
51	CCn1c(/C=C2\C(=O)N(C)c3ccccc32)nc2ccccc2c1=O	nt	9	-25	13	0	nt	nt	nt	-19
52	COc1ccc(Cn2c(=O)n(Cc3ccco3)c(=N)c3c4c(sc32)COC(C)(C)C4)cc1	-9	nt	nt	nt	nt	0.13	0	1	nt
53	CC(C)CN(C(=O)c1ccc(=O)n(C)n1)c1nc2ccccc2s1	2	-6	-22	18	-6	1.4	5	1.4	8
54	Cc1ccc(S(=O)(=O)NC(=O)CSc2nc3ccccc3s2)cc1	nt	-4	-10	9	-10	0.035	nt	nt	8
55	C=CCOc1cccc(/C=N/NC(=O)C(=O)NCc2ccco2)c1	nt	-5	-47	8	10	nt	nt	nt	-8
56	COCc1cc(=O)[nH]c(SCC(=O)Nc2ccccc2)n1	-8	-8	-15	-4	-6	0.26	5	1	42
57	COc1cc(C)c(S(=O)(=O)N2CCN(C)CC2)cc1C	-9	-2	2	12	-1	-0.12	0	1.3	-2
58	Cc1cc(C)nc(SCCS(=O)(=O)Cc2ccc(Cl)cc2)n1	-17	nt	7	-6	1	-0.32	8	1.2	-4
59	COCCn1cc(C(=S)N2CCOCC2)c2ccccc21	1	-13	-35	7	-3	-0.025	1	1	-5
60	O=c1[nH]n(-c2ccc(Cl)cc2)c2ncccc12	nt	-4	5	2	4	0.02	nt	nt	-3
61	CCCC(=O)Nc1ccc(S(=O)(=O)N2CCCC2)cc1	-2	-16	7	5	-1	1.4	4	1.1	0
62	Cc1[nH]nc2c1C1(CCOCC1)C(C#N)=C(N)O2	0	-33	-19	5	-3	-0.21	-3	1.1	37
63	Cc1ccc2c(c1)N(CCC(=O)NCc1cccs1)C(=O)C(C)O2 (stereo unspecified)	-1	-9	19	9	-4	0.0047	4	nt	nt
64	C/C(=N\Nc1nnc(-c2ccccc2)c(-c2ccccc2)n1)c1cccc([N+](=O)[O-])c1	nt	1	-7	-1	-1	0.016	nt	nt	0
65	O=C(NC(=S)Nc1ncc(Br)cc1Br)c1cncc(Br)c1	nt	-31	-6	-8	5	0.28	nt	nt	5
66	COCCCNC(=O)Nc1ccc(Br)cc1Cl	3	3	-1	-1	-12	0.0084	12	1.2	-11
67	CCn1c(=O)cc(OCC(=O)N2CCCCCC2)c2ccccc21	15	4	-1	17	0	-0.42	11	nt	-24
68	[O-][n+]1ccc(C2CC2)cc1	0	-47	-21	11	4	-0.77	6	1.2	4
69	COc1ccc(C2CC(=O)C(C=NCCN3CCOCC3)=C(O)C2)cc1 (stereo unspecified)	nt	-12	-113	7	8	0.7	nt	1.1	10
70	CCc1nc2ccccc2c(=O)n1NC(=O)c1c(O)c2cccc3c2n(c1=O)CCC3	-4	30	-77	26	2	0.13	7	1.1	-19
71	O=C1CC(C(=O)O)C2(CCCC2)O1 (stereo unspecified)	-3	-6	4	-16	-4	-0.76	1	1.4	-1
72	COc1cccc(C2=NOC(C(=O)Nc3ccc(OC)c(OC)c3)C2)c1 (stereo unspecified)	1[fluorescence artefact?]	-20	4	4	2	1.8	5	1.2	1
73	CCCNc1nc2c(c(=O)n(C)c(=O)n2C)n1Cc1cccc(C)c1	5	-19	-22	22	-4	0.014	-1	0.9	13
74	COc1cc(OC)c(C2Oc3nc(SC)nnc3-c3ccccc3N2C(C)=O)cc1OC (stereo unspecified)	3	-30	14	4	7	0.053	5	1.1	-4
75	CCCN(CCO)Cc1ccc2ccccc2c1	-10	-20	15	4	-12	-1.1	4	1.2	-11
76	O=C(Nc1ccc(N2CCN(C(=O)c3ccccc3)CC2)cc1)c1cc2ccccc2o1	3	-22	6	0	6	-0.014	6	0.9	14
77	FC(F)(F)C1=CC(c2ccccc2)=NCCN1	15[fluorescence artefact?]	-12	-11	6	12	-0.057	6	1.2	7
78	COc1ccc(C(=O)c2nc3c(n2O)CCCCC3)cc1	-12	-11	1	13	-2	0.031	3	1.2	6
79	CCSC1=C(C#N)C(c2ccccc2Cl)CC(=O)N1 (stereo unspecified)	nt	-9	8	8	8	1.1	nt	nt	29

# From PubChem BioAssay

# The list is partial, so the mix of outcomes need not match the whole.
